# Assay outcomes deposited in PubChem BioAssay by The Scripps Research Institute Molecular Screening Center.
# ADAM17 inh = ADAM17 inhibition, QFRET primary screen. recombinant ADAM17, EDANS/DABCYL FRET peptide cleavage. AID 720648. inhibition, % at 6.95 µM. 0.83% of 370,000 active;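 active means inhibition above the mean of compounds lying between control limits plus 3 SD, set per campaign, cut at about 8.5% in these data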;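 further: 0% = DMSO-only wells as the low control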
# DAX1 inh-1 = inhibits human nuclear receptor DAX1. P51843. HEK293 Gal4-DAX1 luciferase reporter, luminescence. inhibition, % at 6.75 µM. 0.99% of 340,000 active. AID 504766;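 active means inhibition above the mean over all tested compounds plus 3 SD, cut at about 4.2% in these data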;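 further: 0% = DAX1-transfected cells with DMSO and 100% = empty-vector control cells with DMSO; inhibition shows as a rise in luminescence from relieved DAX1 repression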
# ADAM10 inh = inhibitors of human ADAM10 | 0.62% of 370,000 active | AID 720582 | inhibition, % at 7 µM | recombinant ADAM10, EDANS/DABCYL FRET peptide cleavage, 3 h;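 active means inhibition above a per-campaign cutoff equal to the mean of compounds falling between control-based bounds plus 3 SD, cut at about 20% in these data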;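 further: 0% = DMSO wells while the 100% control is not disclosed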
# Target sequence (O14672 214-748 limits assumed): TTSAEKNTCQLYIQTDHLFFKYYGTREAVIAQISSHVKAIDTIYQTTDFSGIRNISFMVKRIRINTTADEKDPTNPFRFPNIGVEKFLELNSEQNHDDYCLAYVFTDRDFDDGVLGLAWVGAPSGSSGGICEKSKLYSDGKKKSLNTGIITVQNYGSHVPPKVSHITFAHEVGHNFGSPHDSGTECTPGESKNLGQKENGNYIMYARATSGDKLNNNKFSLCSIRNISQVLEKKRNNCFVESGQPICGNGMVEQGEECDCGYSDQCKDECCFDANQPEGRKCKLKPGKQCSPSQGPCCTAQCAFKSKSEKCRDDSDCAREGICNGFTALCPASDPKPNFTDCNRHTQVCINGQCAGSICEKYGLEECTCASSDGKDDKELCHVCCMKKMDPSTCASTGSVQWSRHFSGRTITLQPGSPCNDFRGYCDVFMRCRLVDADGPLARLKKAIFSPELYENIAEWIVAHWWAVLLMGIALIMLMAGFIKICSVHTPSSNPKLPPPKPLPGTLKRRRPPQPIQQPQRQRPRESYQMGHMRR
# hgDAF12 agonist = activates the H. glycines DAF-12 receptor ligand-binding domain; HEK293 GAL4-hgDAF12 UAS-luciferase reporter, agonist luminescence; normalized to butyrate control; activation, % at 6.8 µM; 1.8% of 370,000 active;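 active means activation above a cutoff set at the mean of all screened compounds plus 3 SD, cut at about 10% in these data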;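 further: 0% = DMSO wells and 100% = sodium butyrate wells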
# PLC-beta3 inh = PLC-beta3 (human) inhibition, primary screen | Q01970 | Purified PLC-beta3, fluorogenic substrate, fluorescence | inhibition, % at 12.2 µM | 0.18% of 370,000 active; in the data active means inhibition above about 11%;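 further: 0% = median of compound wells on plate and 100% = full blocker control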
# ssDAF12 agonist = activates DAF-12 receptor from parasite S. stercoralis; HEK293 ssDAF-12/GRIP1 lit1-tk-luc reporter, luminescence; % of 3 µM dafachronic acid response; activation, % at 6.8 µM; 1% of 370,000 active;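 active means activation above the mean over all tested compounds plus 3 SD, cut at about 0.9% in these data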;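 further: 0% = DMSO-only wells and 100% = 3 µM delta7-dafachronic acid wells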
# sPLA2-III inh = Blocks human group III sPLA2 activity. 0.56% of 370,000 active. QFRET BODIPY PC-A2 liposome hydrolysis, fluorescence. inhibition, % at 12.2 µM. Q9NZ20;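 active means inhibition above mean plus 3 SD of compounds lying within the high and low control bounds, cut at about 19% in these data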;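 further: 0% = median of test compound wells and 100% = no enzyme DMSO wells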
# Target sequence (Q9NZ20 whole entry, looked up): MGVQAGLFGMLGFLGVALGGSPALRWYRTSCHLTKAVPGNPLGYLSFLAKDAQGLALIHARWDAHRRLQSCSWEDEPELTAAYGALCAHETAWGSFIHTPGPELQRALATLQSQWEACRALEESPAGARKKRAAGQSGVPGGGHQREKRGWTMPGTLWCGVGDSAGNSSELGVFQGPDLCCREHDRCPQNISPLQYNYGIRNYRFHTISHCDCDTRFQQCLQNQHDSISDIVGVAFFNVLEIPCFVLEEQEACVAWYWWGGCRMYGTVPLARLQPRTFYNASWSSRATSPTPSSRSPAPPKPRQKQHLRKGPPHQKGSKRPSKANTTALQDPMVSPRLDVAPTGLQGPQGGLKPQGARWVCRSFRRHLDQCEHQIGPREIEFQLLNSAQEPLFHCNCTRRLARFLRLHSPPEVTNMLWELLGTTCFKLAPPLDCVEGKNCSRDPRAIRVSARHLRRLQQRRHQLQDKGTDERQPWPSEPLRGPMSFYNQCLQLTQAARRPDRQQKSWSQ
# hcDAF-12 act = activates DAF-12 receptor from parasite H. contortus | HEK293 hcDAF-12 lit1-tk-luc reporter, luminescence; 0% DMSO, 100% Δ7-dafachronic acid | activation, % at 6.8 µM | 1.4% of 370,000 active;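 active means activation above the mean of all tested compounds plus 3 SD, cut at about 5.5% in these data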;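 further: 100% = response to 3 µM Δ7-dafachronic acid high control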
# DAX1 inh-2 = inhibitors of DAX1 repression of SF-1 activated StAR promoter | HEK293T StAR-luciferase reporter, SF-1/DAX-1 repression relief | inhibition, % at 6.8 µM | 1.1% of 370,000 active | AID 652010;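 active means inhibition above the mean over all tested compounds plus 3 SD, cut at about 3.6% in these data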;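 further: 0% = DAX-1 cells with DMSO and 100% = cells lacking DAX-1 with DMSO; higher inhibition means more luminescence from relief of DAX-1 repression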
# PLC-gamma1 inh = blocks human PLC-gamma1 enzyme activity; inhibition, % at 12.2 µM; AID 720700; P19174; purified PLC-gamma1, fluorogenic substrate, fluorescence; 0.84% of 370,000 active; in the data active means inhibition above about 9.5%
# GAA850 FXN act = activators of GAA850 frataxin (FXN) promoter | HEK293 lucGAA850 FXN promoter luciferase reporter, 24 h; percent of 10 µM SAHA response | activation, % at 6 µM | 0.56% of 360,000 active | AID 540364;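 active means activation above the average of all compounds screened plus 3 SD, cutoff fixed separately per campaign, cut at about 7.5% in these data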;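 further: 0% = DMSO wells and 100% = 10 µM SAHA wells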
# * marks the source's active call; other numbers are inactive results; nt = not tested or not shown. Rows were taken by chance, and some 6.9% of all compounds hit somewhere here.
SMILES,ADAM17 inh,DAX1 inh-1,ADAM10 inh,hgDAF12 agonist,PLC-beta3 inh,ssDAF12 agonist,sPLA2-III inh,hcDAF-12 act,DAX1 inh-2,PLC-gamma1 inh,GAA850 FXN act
CC(C)C(=O)Nc1ccc(C(=O)N2CCCCCC2)cc1,-2.0,4.2,-0.9,0.1,3.7,-1.6,7.9,-1.1,0.4,0.5,-1.5
Cn1c(SCC(=O)Nc2ccccc2Br)nnc1-c1cnccn1,-4.5,0.4,-13.2,2.8,0.2,-1.6,6.7,-0.4,-4.2,0.9,-0.8
CCOC(=O)c1ccc(Nc2nc(C(=O)OCC)nc3ccccc23)cc1,-30.6,-3.6,-56.8,-1.7,-243.9,-2.0,-20.6,-4.7,-1.7,-180.0,-2.8
O=C(Cc1ccccc1)NCC(=O)N1CCCCC1,-5.5,1.0,1.1,1.5,-6.3,-1.2,2.1,-0.5,0.8,0.2,2.8
C(=N\c1nc2ccccc2n1CCN1CCCCC1)/c1cccs1,-1.9,1.0,3.0,-1.0,3.3,-0.1,1.8,3.1,0.4,-0.7,2.7
O=c1cc(C(F)F)oc2c1ccc1ccccc12,-128.5,-1.1,-381.5,2.0,-168.6,-1.5,3.3,0.5,-0.1,-158.9,0.0
CCOC(=O)c1[nH]c(C)c(C(=O)N2CCc3ccccc32)c1C,-2.9,-0.1,0.2,-5.6,2.7,-0.2,4.1,-0.6,0.9,3.7,1.5
CN(C)c1ccc(C=Nc2cnn(C)c2C(N)=O)cc1,-0.1,0.1,-3.8,3.0,-2.9,-1.3,11.6,-1.0,-0.1,-1.2,-1.6
CC(=O)NC12CC3CC(C1)CC(C(=O)Nc1ccc(C)c(S(=O)(=O)N4CCCCCC4)c1)(C3)C2,-1.7,-1.3,12.5,-2.1,-0.9,-1.4,-11.9,-2.8,-1.6,2.4,0.5
Cc1ccc(NS(=O)(=O)c2c(C)ccc3nsnc23)c([N+](=O)[O-])c1,-1.0,1.1,-5.8,1.1,-2.3,-0.1,1.9,0.3,-1.1,-1.2,1.9
O=C(NCc1ccccc1)C(=O)Nc1nc(-c2ccccc2)cs1,-4.3,2.9,1.8,-1.7,-5.2,-1.8,4.7,-0.4,0.2,-2.1,0.2
O=C1NCC(Nc2ccccc2)C(=O)N1 (stereo not given),-5.0,0.9,-15.7,2.1,1.2,-0.7,10.4,0.2,-0.2,2.3,1.5
COc1cc(-c2nnc(NC(=O)CS(=O)(=O)c3ccc(Cl)cc3)o2)cc(OC)c1OC,-0.4,0.2,-10.5,1.9,-2.6,-1.2,2.3,-0.1,-0.5,-1.5,1.3
Cc1ccc(C)c(NC(=O)CCC(=O)N/N=C/c2cccnc2)c1,3.3,0.3,7.8,3.6,1.1,-1.7,2.1,-2.4,2.2,1.9,-1.8
O=C(Nc1cccc(F)c1)/C(=C\c1ccco1)NC(=O)c1cccs1,3.6,1.8,8.1,1.9,-35.2,-1.1,-2.2,-0.2,0.7,-30.8,-1.1
O=C(Nc1cc(S(=O)(=O)N2CCOCC2)ccc1N1CCCCC1)c1ccccc1,-0.7,0.6,-7.2,1.5,-4.2,-1.5,6.8,-0.6,-1.7,8.1,2.4
CCN(CC)S(=O)(=O)c1ccc(Oc2ccccc2)cc1,1.8,-0.1,6.1,-3.0,3.3,-0.9,1.2,-0.7,-0.7,3.4,0.0
CC(=O)Nc1ccc(Oc2ccc(NC(C)=O)c(NC(C)=O)c2)cc1,-0.2,2.9,0.3,-2.2,-1.6,-0.5,4.2,1.0,0.9,4.0,2.1
COc1ccc(NC(=O)c2oc3ccccc3c2NC(=O)C2CCCO2)cc1OC (stereo not given),-1.1,-0.2,2.6,-1.1,-23.7,-1.4,-5.3,-1.9,0.4,-10.5,2.7
COC(=O)c1ccccc1-n1cccc1C(=O)NP(=O)(N1CCOCC1)N1CCOCC1,-4.1,0.4,-10.3,-3.1,1.7,-1.4,2.9,-0.9,-0.2,-1.5,2.0
C/C(=N\N=C(N)N)c1ccc(C)c(C)c1,-3.0,-0.3,1.9,-0.3,-1.2,-0.8,0.8,-1.3,0.0,0.5,5.1
O=C1NC(Cc2ccc(O)cc2)c2nc3ccc(Br)cc3c(=O)n2-c2ncccc21 (stereo not given),-0.5,0.0,-5.8,-3.6,-2.0,-0.9,-15.7,-0.1,0.2,1.5,1.2
Cc1c(NC(=O)CN2CCN(c3ccc([N+](=O)[O-])cc3)CC2)c(=O)n(-c2ccccc2)n1C,-0.5,-0.9,-2.0,-1.6,1.1,-1.4,1.2,-1.4,-0.6,1.7,-0.6
CN1C(=O)C(/C(N)=N/NC(=O)c2ccccc2)C2CC1(C)Oc1ccccc12 (stereo not given),-3.6,0.8,8.9,1.3,4.3,-0.8,-2.2,0.1,-0.5,1.6,2.5
CN1CCN(CCCNC(=O)Nc2cccc3ccccc23)CC1,-11.3,0.3,-26.3,-0.3,-10.9,-0.9,-0.3,-0.8,-0.6,-8.2,0.8
Cc1ccc(S(=O)(=O)N2CCCCC2)cc1C(=O)OC1CCCCC1=O (stereo not given),-1.2,-0.3,1.7,-2.2,0.4,-1.6,-3.1,-2.0,-1.2,-0.9,-0.8
O=C(NCC1(c2ccccc2)CCCC1)c1ccco1,-3.3,-1.7,-3.4,0.6,2.3,-1.0,-1.7,-1.3,-0.2,-0.9,1.4
CCOC(=O)C1C(=O)NC(c2ccccc2)=NC1c1ccccc1 (stereo not given),-1.5,0.1,6.3,1.3,-0.4,-1.3,4.8,-2.5,-0.1,-0.8,0.6
Cc1ccccc1NC(=O)CC1C(=O)Nc2ccccc2N1CC(=O)N(C)C1CCS(=O)(=O)C1 (stereo not given),-18.1,-0.6,-46.4,0.7,-29.0,-1.1,4.7,0.0,-0.9,-20.9,0.1
CCO[C@H]1OC(C(=O)NCc2ccccc2)=C[C@@H](c2coc3ccccc3c2=O)[C@@H]1CCCO,-0.9,0.5,-7.1,-4.1,-0.5,-1.6,-2.9,-2.2,0.9,-2.4,-0.1
CC1CN(c2ccc([N+](=O)[O-])c(NCCOc3ccccc3)c2)CCN1 (stereo not given),1.6,1.4,14.8,-3.3,11.2*,-1.0,39.1*,-0.6,-1.2,7.7,1.6
COc1ccc(O)c(C(=O)c2cnc3nc4ccccc4n3c2)c1,-16.7,1.5,-60.5,1.8,-50.2,0.0,-0.1,6.1*,0.2,-40.4,-0.1
O=C(Cc1ccccc1)NC(=S)Nc1ccc2oc(-c3ccccc3)nc2c1,-4.0,nt,-11.6,0.6,-3.8,-0.7,-3.5,0.6,0.1,-4.2,nt
CN(C)c1nc2ccc(OCCN3CCCCC3)cc2s1,-7.1,0.6,-7.9,5.1,-1.8,-0.5,-2.0,0.6,0.7,-0.7,2.1
OC(c1cccc(F)c1)c1ncc(-c2ccc(C(F)(F)F)cc2)[nH]1 (stereo not given),2.6,nt,3.6,4.9,0.4,-1.0,-4.5,0.6,1.3,1.6,1.1
CC(C)(C)c1ccc(COC(=O)Nc2ccc(F)cc2)cc1,0.8,-0.6,0.8,2.5,2.8,-0.6,3.2,0.5,0.1,3.9,4.7
CC(=O)Nc1cccc(/C(C)=N/NC(=O)c2ccc(Cl)cc2Cl)c1,-3.9,-0.1,-8.9,1.6,-6.4,-1.9,2.1,0.1,-0.9,-4.1,-2.0
CCC(CC)c1nnc(NC(=O)C2CC(=O)N(c3ccc4c(c3)OCCO4)C2)s1 (stereo not given),7.1,-0.2,-5.9,-3.4,-6.0,-1.6,9.3,-3.5,-0.1,-3.1,-6.5
CCOC(=O)CNC(=O)N1CCCC(C(=O)c2ccccc2SC)C1 (stereo not given),-1.8,0.0,3.5,0.0,2.2,-1.0,1.5,-1.1,-0.1,2.3,-3.4
NC(=O)c1csc(-c2ccc(CO)o2)n1,-7.1,nt,-16.4,-2.9,-2.6,-1.2,8.8,-0.7,0.4,-2.5,nt
COC(=O)c1cccc(C(=O)Nc2ccc(C)cc2Br)n1,-3.8,1.2,0.1,9.5,-0.8,0.5,-2.0,4.8,-0.7,0.2,4.9
CCCc1nc2ccc(C(=O)OC)cn2c1Cc1ccc(C)cc1,-5.6,nt,-17.2,1.7,-17.1,0.6,-1.8,3.0,-0.4,-9.3,nt
CCn1c(C(O)c2cc(OC)c(OC)c(OC)c2)nc2ccccc21 (stereo not given),-3.7,-1.6,10.0,-2.3,-5.5,-1.8,-2.6,-1.6,-0.1,2.5,-0.7
Cc1cc(C)n2ncc(C(=O)Nc3cccc(O)c3)c2n1,-8.0,0.3,-1.3,-0.9,-6.8,-0.9,12.2,0.3,-0.1,4.2,2.8
Clc1ccc(-c2cnnc(-c3ccccn3)n2)cc1,0.4,2.7,4.3,8.5,1.5,0.0,9.8,0.8,1.1,2.7,3.1
CCOC(=O)C1CCCN(C(=O)COC(=O)c2ccc(C#N)cc2)C1 (stereo not given),3.2,-1.3,-1.7,1.4,2.8,-1.7,2.2,0.6,-0.3,2.0,1.8
CCOC(=O)C(C)Oc1ccc(OCc2ccccc2)cc1 (stereo not given),-0.8,-0.6,4.6,-4.3,-1.2,-1.5,-1.1,-0.9,0.1,-1.0,-0.1
Cc1ccc2c([N+](=O)[O-])c(C)ccc2n1,-5.0,1.6,3.5,0.4,-2.0,-1.1,-0.6,-0.8,-0.2,-0.4,-1.2
CCCC(=O)Nc1c(-c2ccccc2Cl)c(=O)c2ccccc2n1C,4.3,-2.1,-9.0,-2.6,-0.8,-0.3,3.2,0.6,0.0,12.6*,0.8
Cc1ccc(OC(=O)CCC(=O)Nc2ccc(C)c(C)c2)cc1,-1.2,3.8,0.4,-0.4,-6.7,-0.7,-4.6,-0.4,0.3,0.9,-1.1
O=C(C1CCCN1S(=O)(=O)c1cccs1)N1CCc2ccccc2C1 (stereo not given),-2.5,nt,-15.2,2.9,-1.2,-0.9,12.2,-1.6,-0.9,7.8,nt
C/C(=N\NC(=O)c1c(-c2ccccc2Cl)noc1C)c1cccc(NC(=O)C(C)C)c1,4.1,0.1,3.8,1.7,-0.5,-1.8,4.1,-2.6,-0.1,6.0,-1.5
C=CCNC(=O)/C(C#N)=C\c1cc(Cl)c(OCC)c(OC)c1,2.5,0.3,-0.4,-0.3,3.8,-1.5,6.9,-0.8,0.3,7.5,2.3
COC(=O)c1ccc(OCC(O)CN2CCN(C(=O)c3ccco3)CC2)c(OC)c1 (stereo not given),-0.8,0.6,3.1,1.2,-4.1,-0.8,0.3,0.7,0.3,-1.7,-0.7
COc1ccc(/C=N/Nc2nc3ccccc3[nH]2)cc1OC,-2.2,0.1,-4.2,3.3,-30.3,-0.3,2.7,0.8,0.8,-21.1,6.9

# Reprinted at random: 2 records from the list.
SMILES,ADAM17 inh,DAX1 inh-1,ADAM10 inh,hgDAF12 agonist,PLC-beta3 inh,ssDAF12 agonist,sPLA2-III inh,hcDAF-12 act,DAX1 inh-2,PLC-gamma1 inh,GAA850 FXN act
C=CCNC(=O)/C(C#N)=C\c1cc(Cl)c(OCC)c(OC)c1,2.5,0.3,-0.4,-0.3,3.8,-1.5,6.9,-0.8,0.3,7.5,2.3
COc1ccc(/C=N/Nc2nc3ccccc3[nH]2)cc1OC,-2.2,0.1,-4.2,3.3,-30.3,-0.3,2.7,0.8,0.8,-21.1,6.9
